Screening data (PubChem)
AID inhibitor – blocks human AID cytidine deaminase activity; AID deamination FRET fluorescence, UDG-coupled, 4 h; AID 1347428; Potency, µM (top dose mostly 115 µM), for inactives: at the top dose activity change, negative = inhibition, most hits filed as inhibitors; hit rate 0.32% among 91,000; further: nearly all actives have a fitted effect of over 25% in size
Target sequence (Q9GZX7 whole entry, looked up): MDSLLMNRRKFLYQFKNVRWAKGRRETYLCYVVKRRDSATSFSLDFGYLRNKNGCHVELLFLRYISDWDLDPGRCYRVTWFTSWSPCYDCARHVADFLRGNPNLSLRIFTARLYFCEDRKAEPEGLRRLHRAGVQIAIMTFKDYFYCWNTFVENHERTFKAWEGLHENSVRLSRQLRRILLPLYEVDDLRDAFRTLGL
UDG counterscr – counter-screen for AID inhibitors: uracil-DNA glycosylase inhibition; FRET deamination/UDG coupled assay, UDG read, 4 h; Potency, µM (doses to about 115 µM), for the others: at the highest dose activity change, negative = inhibition, hits mostly inhibitors; hit rate 0.14% among 91,000; AID 1347430; further: nearly all actives have a fitted effect of over 65% in size
Starred values were filed as active, the others as inactive; ? = inconclusive; [ ] = another dose, or the depositor's remark. The call rests on the fitted dose curve; in most records, active means well fitted curve in the direction sought with a large enough effect; inconclusive means small, poorly fitted or top-dose-only effect, or another doubt; inactive means no such curve, though single readings can be large; an effect the other way counts as inactive or inconclusive. On the % scale 0 is the no-effect control and ±100 the full control effect; potency means the concentration at half of the fitted maximal effect. These rows are one share of the data; the hit share may differ from the screen's.

no. | structure | AID inhibitor | UDG counterscr
1 | CCOC(=O)c1cc(S(=O)(=O)Nc2ccccc2)[nH]n1 | 5% | 1%
2 | CCCCN(C)C(=O)C(Cc1ccccc1)NS(=O)(=O)c1ccc2c(c1)c(=O)n(C)c(=O)n2C (stereo not drawn) | -7% | -6%
3 | CC(CCc1ccco1)NC(=O)CCc1nnc2ccc(N3CCN(C)CC3)nn12 (stereo not drawn) | -3% | -11%
4 | Cc1cccc(NC(=O)c2sc(-n3nc(C)c(CCC(C)C)c3C)nc2C)c1 | -25% | -19%
5 | Cc1ccc2nc(-c3ccccc3)cc(C(=O)NCC(=O)NC3CC3)c2c1 | 4% | 10%
6 | O=C(O)C12CC3CC(CC(Cl)(C3)C1)C2 | 4% | 1%
7 | COc1ccc(-c2csc(NC3CC3)n2)cc1OC | 13% | 8%
8 | CC[C@@H](C)[C@H]1O[C@]2(CC[C@H]1C)C[C@@H]1C[C@@H](CC=C(C)[C@@H](O[C@H]3C[C@H](OC)[C@@H](O[C@H]4C[C@H](OC)[C@@H](O)[C@H](C)O4)[C@H](C)O3)[C@@H](C)C=CC=C3CO[C@@H]4[C@H](O)C(C)=C[C@@H](C(=O)O1)[C@]34O)O2 | ? | -15%
9 | Cc1cccc(CNC(=O)CCCN2C(=O)c3cccnc3Oc3ccccc32)c1 | -6% | -21%
10 | O=C(NCCC(c1ccccc1)c1ccccc1)c1cncc(Br)c1 | -22% | -12%
11 | CC1CCC(NC(=O)c2ccccc2Sc2ccccc2C#N)CC1 (stereo not drawn) | 6% | 0%
12 | OCCCN(Cc1ccccc1)C1CC1 | 4% | -2%
13 | COc1ccc2cc(C(=O)N3CCN(c4ccc(F)cc4)CC3)c(C)nc2c1 | 4% | -2%
14 | CCOCCOC(=O)c1ccc(NC(=O)/C=C/c2ccc(OC)c(OC)c2)cc1 | -27%[57.5 µM] | -6%[57.5 µM]
15 | CCCn1c(=O)sc2cc(NC(=O)c3ccc(OC)c(Br)c3)ccc21 | -26% | -18%
16 | CC1CCCN(C(=O)/C=C/c2cccs2)C1 (stereo not drawn) | -8% | -1%
17 | COc1cccc(-c2noc(-c3cc(C(C)C)[nH]n3)n2)c1OC | -14% | -15%
18 | COc1ccc(-c2cc(C(=O)Nc3c(Cl)cccc3Cl)no2)cc1OC | -22% | 4%
19 | COc1ccc(CNC(=O)C2CCCN(C(=O)c3cnn(-c4ccc(F)cc4)c3-n3cccc3)C2)cc1 (stereo not drawn) | -18% | -8%
20 | CCCCCOc1ccc2c(C)c(CCC(C)C)c(=O)oc2c1 | -7% | -7%
21 | C=CCNC(=O)NC(=O)CN1CCc2ccccc2C1 | 3% | 5%
22 | CC(=O)N(C1=C(C#N)C(=O)CC(C)(C)C1)c1ccccc1 | 12% | 14%
23 | COc1ccc(C2NC(=O)N(C)C3=C2C(=O)N(c2cccc(C(=O)O)c2)C3)cc1 (stereo not drawn) | 41%[activator] | 9%
24 | CCOc1ccccc1C(=O)NCc1nc2cccnc2n1Cc1ccc(C)cc1 | 67%[activator] | 0%
25 | C=CCOc1ccc(Cl)cc1CNCc1ccccc1 | 0% | 14%

Part of the list above, reformatted:
[4] Cc1cccc(NC(=O)c2sc(-n3nc(C)c(CCC(C)C)c3C)nc2C)c1
  AID inhibitor = -25%
  UDG counterscr = -19%

[5] Cc1ccc2nc(-c3ccccc3)cc(C(=O)NCC(=O)NC3CC3)c2c1
  AID inhibitor = 4%
  UDG counterscr = 10%

[6] O=C(O)C12CC3CC(CC(Cl)(C3)C1)C2
  AID inhibitor = 4%
  UDG counterscr = 1%

[7] COc1ccc(-c2csc(NC3CC3)n2)cc1OC
  AID inhibitor = 13%
  UDG counterscr = 8%

(listing goes on)
no. | structure | AID inhibitor | UDG counterscr
26 | Cc1ccc(CN(C(=O)COc2ccc(Cl)cc2)c2ccccn2)o1 | 9% | 9%
27 | COc1cc(CCC(=O)NCc2ccc3c(c2)CCN3C(=O)c2cccc(C)c2)cc(OC)c1OC | ? | 0%
28 | CCOC(=O)CSc1ncnc2c1c(-c1ccccc1)cn2-c1ccc(OC)cc1 | 7% | -14%
29 | Cc1cc(=O)n2nc(N3CCC(C(=O)NCc4ccccc4)CC3)sc2n1 | 34%[activator] | -15%
30 | CC1(C)CC(=O)C(C=Nc2ccccc2)C(=O)C1 | 8% | 7%
31 | Cc1cc(C)c(S(=O)(=O)NCCc2csc3nc(-c4ccc(Cl)cc4)nn23)c(C)c1 | 1% | 2%[57.5 µM]
32 | N#C/C(=C\c1ccc(F)cc1)C(=O)NCC1CCCO1 (stereo not drawn) | 0% | -8%
33 | CC1CCC(NC(=O)C(C)Cl)CC1 (stereo not drawn) | -5% | 2%
34 | CSC1=N/C(=C\c2cccc(Br)c2)C(=O)S1 | -7% | 10%
35 | COc1ccc(-c2cc(C(=O)NCCc3ccc(OC)c(OC)c3)c3ccccc3n2)cc1 | 4% | -3%
36 | CCOC(=O)N1CCN(Cc2cc(=O)oc3cc(O)c(Cl)cc23)CC1 | -3% | -3%
37 | C=CCOC(=O)C(C#N)c1nc2ccccc2nc1N1CCN(C(c2ccccc2)c2ccccc2)CC1 (stereo not drawn) | -1% | -3%
38 | CCOC(=O)c1ccc(N2C(=O)c3[nH]nc(-c4ccc(OCC)cc4)c3C2c2ccc(OC)cc2OC)cc1 (stereo not drawn) | ? | -14%
39 | COc1ccc(CNC(=O)CCC(=O)N2CCSc3ccccc32)cc1 | -16% | 5%
40 | O=C(CSc1nc(-c2cccc(F)c2)[nH]c1-c1ccccc1)Nc1ccc2c(c1)OCCO2 | -4% | 0%
41 | CC(C)c1ccc(/C=N/NC(=O)Cc2ccccc2)cc1 | -5% | -8%
42 | Cn1c(CN2CCOCC2)nnc1SCc1ccccc1Cl | -7% | 5%
43 | CC(=O)N(c1nc(C)c(C(=O)Nc2ccc3[nH]ccc3c2)s1)C1CC1 | 9% | -1%
44 | COc1ccc(/C=C2\Oc3c(ccc(OS(C)(=O)=O)c3C)C2=O)cc1 | -9% | -13%
45 | COc1ccc(-c2cc(C)no2)cc1S(=O)(=O)NCc1ccco1 | 20% | 64%[activator]
46 | COCCN1CCN(Cc2ccc(C#N)cc2)CC1 | -7% | 0%
47 | CCn1nc(C(=O)OCC(=O)N2CCCC2)c2ccccc2c1=O | 1% | 0%
48 | O=C(NC1CCCCC1)c1ccc(NC(=O)C2CC2)cc1 | 1% | -8%
49 | O=C(Cn1ncc2c3ccccc3n(Cc3ccc(F)cc3)c2c1=O)NCCC1=CCCCC1 | -2% | -5%
50 | COc1ccc(N2C(=O)NC(NS(=O)(=O)c3ccc(NC(C)=O)cc3)(C(F)(F)F)C2=O)cc1 (stereo not drawn) | -3%[57.5 µM] | -9%[57.5 µM]
51 | CNc1oc(-c2ccc(Cl)cc2)nc1S(=O)(=O)c1ccc2c(c1)OCCO2 | -17% | 2%
52 | CC(CNC(=O)c1nnc(Cc2cccc(F)c2)o1)c1ccccc1 (stereo not drawn) | -3% | 4%
53 | CC(=O)c1ccc(NC(=O)c2ccc(-c3ccc(Cl)cc3)o2)cc1 | 6% | 16%
54 | Cc1ccc(S(=O)(=O)Nc2cccc3cccnc23)c(C)c1 | -2% | -3%
55 | CC(C)(C)NCc1ccc2c(c1)OCO2 | -9% | 1%
56 | CCN(CC)c1ccc(NC(=S)NC(C)C)cc1 | -2% | -2%
57 | Cc1ccc(NC(=O)CN(C)S(=O)(=O)c2cnc[nH]2)cc1 | 10% | 12%
58 | O=C(c1cc2ccccc2oc1=O)N1CCN(c2ccccc2)CC1 | -1% | -5%
59 | Cc1cccc(-c2cc(C(=O)NC3CCCC3)c3ccccc3n2)c1 | -4% | -9%
60 | CC(=O)N1CCc2c(sc3c2c(=O)n(CCc2ccccc2)c(=O)n3Cc2ccc(Cl)cc2)C1 | ? | -20%
61 | O=C(/C=C/c1ccc(-c2ccc(Cl)cc2Cl)o1)c1ccc(F)cc1 | -5% | -7%
62 | Cc1ccc(S(=O)Cc2nc(-c3ccc(C(=O)NC(C)c4ccccc4)cc3)oc2C)cc1 (stereo not drawn) | ? | 34%[activator]
63 | COc1ccccc1N1CCN(C(=O)Cn2c(=O)n3nc(-c4cccc(F)c4)nc3c3ccccc32)CC1 | 17% | -16%[57.5 µM]
64 | CCN(C(=O)Cn1nnc2sc3c(c2c1=O)CCC(C(C)(C)C)C3)c1cccc(C)c1 (stereo not drawn) | ? | -25%
65 | Cc1ccc(Nc2ccc3nonc3c2[N+](=O)[O-])cc1Cl | 8% | 6%
66 | CCC(Oc1ccccc1Cl)C(=O)O (stereo not drawn) | 6% | 6%
67 | CSc1ccccc1NC(=O)C(C)OC(=O)C1CCCC1 (stereo not drawn) | -2% | 7%
68 | Cc1ccsc1CNC(=O)c1nccnc1N | -8% | 3%
69 | CCOc1ccccc1NC(=O)CCc1ccc(-c2ccc(C)c(C)c2)o1 | -12% | -13%
70 | CN(Cc1ccccc1)C(=O)c1nc(-c2ccc(Cl)cc2)n2c1CCCCC2 | 6%[57.5 µM] | -9%[57.5 µM]
71 | CNC(=O)NCc1cccc(Oc2ccccc2)c1 | -11% | -4%
72 | COC(=O)c1cccc(NC(=O)CC2Sc3ccccc3NC2=O)c1 (stereo not drawn) | -1% | 1%
73 | Cc1ccc(CN2CCSc3ccc(C(=O)Nc4ccc(F)cc4F)cc32)cc1 | 7% | 4%
74 | CCOc1ccc(CNC(=O)C2=Cc3cc(Br)ccc3OC2)cc1OC | -10% | -13%
75 | Cc1sc(-c2cc3c([nH]c2=O)CC(c2ccccc2)CC3=O)nc1-c1ccc(Cl)cc1 (stereo not drawn) | 129%[activator] | 4%

The list goes on.
no. | structure | AID inhibitor | UDG counterscr
76 | CCOc1ccc(CNCc2cccn2-c2nnc(N3CCN(C)CC3)s2)cc1 | -1% | 1%
77 | Cc1ccc(CN(C(=O)COc2ccc([N+](=O)[O-])cc2)c2ccccn2)cc1 | -9% | 0%
78 | C=CCOc1ccc2c(c1)CCC1C2CCC2(C)C(=O)CCC12 (stereo not drawn) | -16% | -2%
79 | COc1cccc(NC(=O)Cn2c(=O)n(CCc3ccc(OC)c(OC)c3)c(=O)c3ccccc32)c1 | -2% | -6%
80 | COc1cc(Br)c(/C=C(/C#N)C(=O)c2ccccc2)cc1OC | -18% | -5%
81 | Cc1ccc2oc(=O)cc(CN3CCCCC3)c2c1 | -2% | 5%
82 | Cc1ccccc1OCC(=O)Nc1ccc2nc(SCC(=O)N3CCCC3)sc2c1 | 73%[activator] | 1%[57.5 µM]
83 | COc1cc(NC(=O)CCS(=O)(=O)c2nc(-c3cccs3)cc(C(F)(F)F)n2)cc(OC)c1OC | 3% | -10%
84 | CCCCc1nn2c(=O)cc(COC(=O)C(C)Oc3ccccc3)nc2s1 (stereo not drawn) | -3% | -2%
85 | COC(=O)CNC(=O)C12CC3CC(CC(C3)C1)C2 | 2% | 4%
86 | Cc1ccc(C(=O)C(C)Oc2ccc(C#N)cc2)cc1 (stereo not drawn) | -6% | -6%
87 | CC(=O)c1c(C)[nH]c(C(=O)C(C)Sc2ccc(F)c(Cl)c2)c1C (stereo not drawn) | -8% | 2%
88 | O=C(NCCc1nc(-c2ccccc2)no1)c1cc(=O)c2ccc(Br)cc2o1 | 4% | -4%
89 | CC1CC(C)CN(C(=O)c2ccc(-c3ccccc3)cc2)C1 (stereo not drawn) | -2% | -10%
90 | COc1cccc(NC(=O)CC2Sc3ccccc3NC2=O)c1 (stereo not drawn) | -5% | -12%
91 | CCOC(=O)c1ccc(N2C(=O)c3n[nH]c(-c4ccco4)c3C2c2ccc(O)cc2)cc1 (stereo not drawn) | 15% | -4%
92 | N#Cc1ccccc1OCc1ccc(C(N)=O)cc1 | -4% | -2%
93 | CCc1ccc2oc(=O)cc(CN3CCCCC3)c2c1 | -7% | -5%
94 | COc1ccc(C=O)cc1C(C)(C)C | 1% | 4%
95 | COc1ccccc1Cc1nc2ccccc2nc1SCC(=O)NCc1ccc(C)cc1 | 148%[activator] | -1%
96 | CC1(C)C(=O)OC(c2ccc(Br)cc2)C2(CCCCC2)C1=O (stereo not drawn) | 0% | 7%
97 | Cc1cnc(C(=O)Oc2ccc(-c3ccc(C#N)cc3)cc2)cn1 | 15% | 8%
98 | COc1ccccc1NC(=O)Cn1nnc(C(=O)NCc2cccs2)c1N | -6% | -3%
99 | COc1ccc(CNC(=O)c2ccc3c(c2)NC(=O)CCS3)cc1 | -4% | 0%
100 | Cc1ccc2c(=O)cc(C(=O)Nc3c(C(=O)Nc4cccc(Cl)c4)oc4ccccc34)oc2c1 | 7% | -10%[57.5 µM]
101 | CC(/C=C/c1ccccc1)=N/NC(=O)C(c1ccccc1)c1ccccc1 | 7% | 9%
102 | CN(C)S(=O)(=O)c1cccc(S(=O)(=O)Nc2cccc(C#N)c2)c1 | 0% | -12%

Taken from above.
compound 76 in UDG counterscr → 1%
compound 75 in UDG counterscr → 4%
compound 18 in UDG counterscr → 4%

In the list so far, these contain a thiophene ring, fused or not.
no. | structure | AID inhibitor | UDG counterscr
16 | CC1CCCN(C(=O)/C=C/c2cccs2)C1 (stereo not drawn) | -8% | -1%
60 | CC(=O)N1CCc2c(sc3c2c(=O)n(CCc2ccccc2)c(=O)n3Cc2ccc(Cl)cc2)C1 | ? | -20%
64 | CCN(C(=O)Cn1nnc2sc3c(c2c1=O)CCC(C(C)(C)C)C3)c1cccc(C)c1 (stereo not drawn) | ? | -25%
68 | Cc1ccsc1CNC(=O)c1nccnc1N | -8% | 3%
83 | COc1cc(NC(=O)CCS(=O)(=O)c2nc(-c3cccs3)cc(C(F)(F)F)n2)cc(OC)c1OC | 3% | -10%
98 | COc1ccccc1NC(=O)Cn1nnc(C(=O)NCc2cccs2)c1N | -6% | -3%
